Screening results deposited in PubChem by several laboratories.
UTI89 phage lysis – protection from phage-mediated lysis, alamar blue read-out – E. coli UTI89, K1F phage, bacterial capsule biogenesis inhibitors (AID 488966); actives 0.02% (n = 340,000); E. coli UTI89 K1F phage lysis, alamar blue, 2 h; higher % means a stronger effect; inhibition, % at 100 µM, or IC50 in µM where a hit was titrated;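 active = phage lysis inhibition, versus mean bacterial control, above a set limit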;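 note: capsule biogenesis inhibitors block K1F phage lysis so surviving cells raise fluorescence; higher fluorescence means more inhibition of phage lysis; actives were called in the ten point dose series up to 300 µM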
NTR1 ag – agonists of NTR1, primary screen, imaging, U2OS cells, beta-arrestin-GFP, high content (AID 493036); NTR1-U2OS beta-arrestin-GFP spot imaging, agonist mode; activation, % at 20 µM; actives 0.17% (n = 330,000);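 active = activation at or above 40% of the spot to cytoplasm intensity ratio, with at least 20 cells analyzed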;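 note: 0% = DMSO without peptide and 100% = 100 nM NTR1 peptide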
Target sequence (P30989 whole entry, looked up): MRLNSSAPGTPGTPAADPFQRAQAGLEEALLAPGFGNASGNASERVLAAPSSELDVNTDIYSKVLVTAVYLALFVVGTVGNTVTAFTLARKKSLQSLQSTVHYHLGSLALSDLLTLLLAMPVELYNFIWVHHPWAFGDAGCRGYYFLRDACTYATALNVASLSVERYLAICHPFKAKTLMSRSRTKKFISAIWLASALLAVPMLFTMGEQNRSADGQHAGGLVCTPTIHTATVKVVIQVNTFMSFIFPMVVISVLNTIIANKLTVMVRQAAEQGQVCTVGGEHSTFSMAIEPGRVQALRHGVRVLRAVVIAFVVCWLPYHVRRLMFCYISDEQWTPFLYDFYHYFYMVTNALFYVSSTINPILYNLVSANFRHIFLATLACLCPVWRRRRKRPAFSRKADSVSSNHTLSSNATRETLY
KOR beta-arrestin-1 – KOR agonists, beta-arrestin recruitment, primary screen, cell-based, luminescence, uHTS (AID 1777); KOR beta-arrestin recruitment, luminescence; higher % means a stronger effect; activation, % at 10 µM; hits with a dose series show EC50 in µM; actives 0.02% (n = 280,000); in the data active = activation above about 50%, passing the limit was not always enough; note: a part of the inactive calls stands beside numbers as strong as those of hits
NOD1 NF-kB reporter – NOD1 signaling inhibitors, primary screen, cell-based, luminescence, uHTS (AID 1578); NOD1-driven NF-kB luciferase reporter cells, luminescence; higher % means a stronger effect; inhibition, % at 4 µM, or EC50 in µM where a hit was titrated; actives 1% (n = 290,000); in the data active = inhibition mostly above about 36%, no sharp cut-off; inactive = mostly below about 34%;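 note: HEK-293T reporter cells stimulated with the NOD1 agonist gamma-tri-DAP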
GPR35 antagonists – GPR35 antagonists blocking zaprinast-driven arrestin recruitment, primary screen, imaging, U2OS, beta-arrestin-GFP, zaprinast agonist (AID 2058); actives 0.052% (n = 290,000); inhibition, % at 10 µM; hits with a dose series show IC50 in µM; U2OS GPR35 beta-arrestin-GFP translocation imaging, zaprinast antagonism; higher % means a stronger effect;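 active = inhibition of at least 50% with at least 30 cells and total cytoplasm GFP at most 10,000,000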
MgcRacGAP inhibition – MgcRacGAP GTPase-activating activity inhibitors, confirmation, biochemical, ADP Hunter fluorescence; MgcRacGAP-stimulated Rac1 GTP hydrolysis, ADP Hunter fluorescence; higher % means a stronger effect; GST-tagged Rac1 F28L mutant substrate; inhibition, % at 30 µM; hits with a dose series show IC50 in µM; actives 0.6% (n = 340,000); AID 624330;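 active = first-screen hits whose inhibition reached a set limit at any dose in the follow-up dose series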;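 note: fluorescence reports GDP produced by GAP-driven GTP hydrolysis; strong numbers were not always called active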
GPR55 antagonists – inhibition of LPI-stimulated GPR55 beta-arrestin translocation – imaging, U2OS, beta-arrestin-GFP, LPI agonist, primary screen (AID 2013); actives 0.13% (n = 290,000); one-dose inhibition, % at 10 µM; IC50 in µM for titrated hits; U2OS GPR55 beta-arrestin-GFP translocation imaging, LPI antagonism; higher % means a stronger effect;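 active = spots per cell inhibited over 60%, with over 100 cells counted and total cytoplasm intensity under 500,000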;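 note: U2OS cells stably carrying GPR55 and arrestin-GFP stimulated by 5 µM LPI near EC80; imaged beta-arrestin-GFP aggregate spots per cell after agonist stimulation; plate controls were LPI-stimulated DMSO wells for no effect and DMSO wells without LPI for full effect; some results filed as inactive read as strong as hits; confirmed hits need IC50 under 10 µM and bright autofluorescent wells are also inconclusive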
GPR55 activation – selective activators of receptor GPR55 – imaging, U2OS cells, beta-arrestin-GFP redistribution, primary screen (AID 1961) | actives 0.048% (n = 290,000) | activation, % at 10 µM; hits with a dose series show EC50 in µM | U2OS GPR55 beta-arrestin-GFP redistribution imaging; higher % means a stronger effect;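 active = activation above 40% with more than 50 cells counted in the well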;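 note: U2OS osteosarcoma cells stably expressing GPR55 and beta-arrestin-GFP; plate controls were DMSO negative control for no effect and LPI positive control for full effect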
KOR beta-arrestin-2 – KOR antagonists, beta-arrestin recruitment, cell-based, luminescence, uHTS (AID 1778) | KOR beta-arrestin recruitment, luminescence, antagonist mode; higher % means a stronger effect | inhibition, % at 10 µM, or IC50 in µM where a hit was titrated | actives 0.091% (n = 290,000); in the data active = inhibition above about 50%; note: strong numbers were not always called active
NTR1 ag cell count 20 µM – recorded beside NTR1 ag, whose call it bears; cell count; measured here: cell count, cytotoxicity flag
The depositor's hits bear a star; x = no result given; [ ] = dose if it differs, or a comment.

SMILES	UTI89 phage lysis	NTR1 ag	NTR1 ag cell count 20 µM	KOR beta-arrestin-1	NOD1 NF-kB reporter	GPR35 antagonists	MgcRacGAP inhibition	GPR55 antagonists	GPR55 activation	KOR beta-arrestin-2
COc1cc2c(cc1NC(C)=O)CCCC2	0.2%[50 µM]	-1.0	49	-3.8%	-12.8%	2.7%	2.5%	6.8%	-0.2%	9.1%
O=C1CN(S(=O)(=O)c2ccc(F)cc2)CC(=O)N1CCc1ccccc1	x	x	x	-11.5%	27.6%	3.9%	x	-1.0%	-0.1%	-15.6%
O=C1C(=O)N(CC2COc3ccccc3O2)c2ccccc21 (stereo not drawn)	0.5%	12.5	94	-5.7%	0.5%	-1.6%	x	-18.5%	0.0%	-123.3%
CCOc1ccc(N2C(=O)CN(CC(=O)OC)C2=S)cc1	5.5%	1.9	36	x	-9.1%	-3.5%	-6.5%	6.2%	0.2%	-28.5%[20 µM]
COc1ccc(CNCc2ccncc2)cc1OC	-0.7%	-0.1	56	x	-2.9%	4.3%	3.0%	7.7%	0.5%	-37.2%[20 µM]
CCc1nn2c(=O)cc(COc3ccc(NC(=O)c4ccco4)cc3)nc2s1	0.2%	-1.2	59	9.6%	-5.7%	8.7%	-8.1%	7.8%	0.1%	-24.3%
CCc1ccc(C(C)NC(=O)/C=C/c2ccc(Br)cc2)cc1 (stereo not drawn)	-0.5%	2.5	70	4.1%	18.6%	13.6%	-1.5%	1.4%	0.0%	-50.3%
COc1ccc(C(=O)Nn2c(C3CCC3)nc3ccccc3c2=O)c(OC)c1	4.7%	-0.2	61	1.6%	-28.6%	-3.0%	8.7%	-4.6%	-0.3%	-27.5%
Cc1ccc(C(=O)/C=C/Nc2ccc(S(=O)(=O)Nc3cc(C)nc(C)n3)cc2)cc1	-0.1%	0.5	61	-2.4%	-18.2%	-7.5%	6.0%	-15.9%	-0.1%	4.0%
Cn1c(N)c(C#N)c2c(c1=S)COC(C)(C)C2	-0.2%	-0.7	41	-3.1%	-3.9%	7.0%	6.7%	0.8%	-0.1%	-3.9%
CCOc1cc(NC(=O)C2CCCCC2)c(OCC)cc1NC(=O)c1ccco1	2.6%	2.5	74	-1.0%	19.4%	4.6%	7.7%	-4.0%	-0.1%	-7.5%
O=C(Nc1ccc(OC(F)(F)F)cc1)c1n[nH]c(Cn2cncn2)n1	0.2%	7.2	66	0.9%	3.5%	1.8%	8.9%	21.1%	0.2%	-17.0%
CC(C)(C)NCCOc1ccc(Br)cc1	1.7%	-1.9	38	-0.5%	-23.3%	20.1%	29.6%	13.1%	0.2%	16.2%
O=C(CN1CCN(Cc2ccccc2)CC1)Nc1ccc(S(=O)(=O)N2CCOCC2)cc1	7.0%	0.8	65	-1.8%	-20.7%	-1.5%	2.7%	6.1%	-0.4%	x
COc1cc(C(=O)NCc2nnc(SCC(=O)N3CCCc4ccccc43)o2)cc(OC)c1OC	0.2%	-0.5	66	-0.2%	11.4%	5.1%	-13.7%	8.2%	0.0%	3.9%
CCSC1=NSC2=NC(=O)/C(=C\c3coc4ccccc4c3=O)C(=N)N12	-4.0%	x	x	0.6%	-4.3%	36.4%	15.9%	21.5%	-0.2%	-12.5%
COc1cccc(CNC(=O)CN2C(=O)COc3ccc(S(=O)(=O)N4CCCCCC4)cc32)c1	-0.1%	1.8	63	-2.2%	-3.3%	-9.1%	x	6.9%	-0.1%	24.0%
Cc1oc(-c2ccc(Cl)cc2)nc1CS(=O)CC(=O)NC(C)c1ccccc1 (stereo not drawn)	0.0%	0.3	74	-1.6%	-9.0%	-7.3%	6.4%	-7.5%	-0.2%	-12.4%
Cc1c(C(=O)NCc2ccc3c(c2)OCO3)oc2ccc(S(=O)(=O)N3CCC(C)CC3)cc12	1.1%	0.1	91	-3.3%	13.2%	-12.8%	6.4%	1.5%	1.1%	-20.3%
CCC(=O)Nc1ccc(C2C(=O)c3ccccc3C2=O)cc1	0.1%	-0.3	95	1.6%	-9.3%	3.3%	13.9%	0.2%	-0.1%	5.1%
NC(=O)Cc1ccc(Nc2nnc(-c3ccc(O)cc3)c3ccccc23)cc1	-0.4%	-0.9	83	5.6%	7.3%	9.2%	8.8%	5.5%	-0.2%	19.9%
CCOC(=O)c1c(CSc2ccccc2)n(C)c2cc(Br)c(OC)c(O)c12	0.2%	3.0	55	-0.8%	4.3%	-7.0%	10.4%	4.7%	5.7%	-31.5%[20 µM]
COc1cc2c(cc1OC)C(C)N(C(=O)Nc1ccc(F)cc1)CC2 (stereo not drawn)	0.1%	-0.6	65	2.7%	-5.5%	16.8%	10.6%	-0.7%	0.6%	3.9%
CC(=O)N1N=C(c2cccc(NS(C)(=O)=O)c2)CC1c1cccs1 (stereo not drawn)	-0.7%	1.0	26	-1.4%	-23.5%	-2.8%	5.7%	5.3%	0.1%	8.3%
Cc1ccc(CNC(=O)C23CN(Cc4ccccc4)CC2C(c2ccc([N+](=O)[O-])cc2)=NO3)cc1 (stereo not drawn)	0.0%	-1.5	93	-2.7%	19.8%	-4.6%	2.3%	5.4%	0.3%	25.1%
FC(F)(F)c1cccc(NC(=S)N2CCCCCC2)c1	0.0%	-0.1	39	4.9%	-10.0%	-2.0%	5.6%	2.8%	0.9%	-18.4%
CCOc1ccc(C(=O)OCCCN(C)C)cc1	2.7%	-1.0	67	0.5%	-19.8%	6.0%	5.0%	6.4%	0.7%	x
O=[N+]([O-])c1ccc2c(c1)/C(=N\O)c1ccccc1-2	-0.9%	2.2	49	-0.9%	-4.2%	4.2%	11.8%	-15.0%	0.3%	10.5%
Cc1ccc(-n2c(SCC(=O)Nc3ncc(Cl)cc3Cl)nc3ccccc32)cc1	0.2%	x	x	7.8%	59.3%	0.9%	8.9%	11.1%	-0.4%	-22.3%
O=[N+]([O-])c1ccc(S(=O)(=O)NNC(=S)NCCc2ccccc2)cc1	0.0%	0.9	51	8.3%	-2.6%	-5.8%	8.0%	-21.8%	-0.1%	-19.5%
COC(=O)c1c(NC(=O)CSc2nnc(-c3ccco3)n2C)sc(C)c1C	-0.3%	-0.1	86	4.2%	-27.0%	13.1%	8.7%	-4.2%	0.4%	-11.9%
COc1ccccc1N(C)S(=O)(=O)c1ccc(C(=O)N(CC(N)=O)C(C)C)cc1	1.6%	1.6	38	3.1%	3.3%	11.9%	15.5%	4.4%	-0.2%	-32.6%
Cc1ccn(C(=O)c2cc3c(C)nn(-c4ccccc4)c3s2)n1	0.1%	4.7	55	1.0%	2.6%	1.3%	6.8%	2.5%	0.2%	10.6%
CCOC(=O)c1cccc(NC(=O)CSc2nc(N)cc(N)n2)c1	-0.9%	-0.7	99	-5.0%	7.2%	-1.0%	-5.6%	-19.4%	0.1%	-6.2%
Cc1[nH]nc(SCC(=O)NCc2ccc(F)cc2)c1[N+](=O)[O-]	0.2%	6.7	58	-5.3%	-22.8%	10.5%	10.7%	1.5%	0.9%	-0.4%
CCCc1nc(SCC(=O)N2c3ccccc3CC2C)c2c(C)c(C)sc2n1 (stereo not drawn)	5.9%	9.9	49	4.7%	-30.4%	13.3%	3.5%	-0.3%	-0.1%	-27.6%
COc1cccc(N2CCN(CC(=O)Nc3nc(C)c(C(=O)N(C)C)s3)CC2)c1	0.0%	-0.6	57	-1.3%	6.8%	-3.8%	8.1%	3.4%	0.6%	-45.9%[20 µM]
Cn1c(SCc2ccccn2)nnc1-c1ccccc1	0.3%	-0.4	47	2.3%	-24.4%	13.7%	3.1%	-2.3%	-0.1%	-28.1%
Cc1cc(C)nc(NC(=O)C2c3ccccc3Oc3ccccc32)n1	x	-0.4	41	-2.1%	-30.5%	15.7%	x	-0.8%	-0.2%	-3.5%
S=C(NC1CC1)N1CCc2ccccc2C1	-0.4%	2.1	49	-3.5%	-29.4%	-9.7%	6.2%	2.8%	-0.2%	9.5%
c1ccc(-c2csc(Cc3nnc4n3CCCCC4)n2)cc1	-2.5%	-0.2	47	1.4%	-18.9%	-2.7%	11.5%	17.0%	-0.1%	-22.8%
CC(=O)NCCc1nc2ccccc2n1Cc1ccc(Cl)cc1	0.1%	0.2	31	1.2%	-55.4%	-1.7%	2.7%	6.9%	-0.2%	-14.8%
O=C(NCc1ccccc1)N1CCN(c2ccc(Cl)c(Cl)c2)CC1	0.0%	-0.5	59	3.7%	-24.8%	-7.6%	5.1%	16.6%	-0.1%	-0.5%
COc1ccc(C)cc1NC(=O)C(=O)NCc1ccncc1	2.2%	2.0	72	-0.2%	-8.8%	6.4%	-6.9%	16.5%	-0.3%	-4.4%
COc1ccc(CN(C(=O)c2cnccn2)C(C(=O)Nc2ccc(F)cc2)c2ccccc2)cc1 (stereo not drawn)	5.1%	-1.2	64	0.4%	-14.8%	-7.1%	8.8%	10.7%	-0.3%	1.5%
COc1ccc(NC(=O)CSc2ccc(-c3sc(C)nc3C)nn2)cc1OC	-0.1%	2.3	58	2.1%	-3.5%	1.6%	8.2%	13.1%	-0.1%	-35.5%
O=c1cc(CSc2nnc(Nc3ccccc3)s2)nc2sccn12	1.6%	2.5	37	-6.1%	6.6%	7.9%	11.9%	2.3%	-0.1%	-34.5%
CCN1CCN(CC(=O)Nc2nc3ccc(OC)cc3s2)CC1	-0.1%	-0.3	64	5.1%	2.4%	8.3%	74.3µM*	-0.6%	-0.1%	-0.2%
N#Cc1ccc(NC(=O)c2nc(-c3ccccc3)n(-c3ccccc3)n2)cc1	-0.1%	3.0	36	-9.6%	-13.7%	5.4%	12.6%	0.9%	-0.1%	9.0%
CCCCc1cc(=O)oc2cc(OCC(=O)NCc3ccccn3)ccc12	0.0%	2.4	53	0.4%	-24.0%	-8.6%	10.0%	8.0%	-0.1%	-20.6%
Cc1ccc(C)n1-c1ccc(N2CCOCC2)cc1	-0.5%	-2.7	79	2.9%	7.6%	5.8%	15.9%	-2.1%	0.0%	-16.1%

2 compounds drawn at random from the list so far, as already listed:
SMILES	UTI89 phage lysis	NTR1 ag	NTR1 ag cell count 20 µM	KOR beta-arrestin-1	NOD1 NF-kB reporter	GPR35 antagonists	MgcRacGAP inhibition	GPR55 antagonists	GPR55 activation	KOR beta-arrestin-2
CCN1CCN(CC(=O)Nc2nc3ccc(OC)cc3s2)CC1	-0.1%	-0.3	64	5.1%	2.4%	8.3%	74.3µM*	-0.6%	-0.1%	-0.2%
N#Cc1ccc(NC(=O)c2nc(-c3ccccc3)n(-c3ccccc3)n2)cc1	-0.1%	3.0	36	-9.6%	-13.7%	5.4%	12.6%	0.9%	-0.1%	9.0%

Only part of the results is shown; count on the stated rates, not on these rows.
